# Gal4-VP16 FLuc = VP16 counterscreen qHTS for inhibitors of ROR gamma transcriptional activity. Drosophila S2 Gal4-VP16 UAS-luciferase, luminescence, 20 h. Potency, µM (highest dose often 53.6 µM), for inactives: top-dose activity, negative = inhibition, hits mostly inhibitors. actives 3.5% (n = 310,000);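 further: Gal4-VP16 expression switched on by copper sulfate through the metallothionein promoter; potency means the concentration at half of the fitted maximal effect; on the % scale 0 is the no-effect control and ±100 the full control effect; nearly all actives have a fitted effect of over 50% in size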
# FBPA coupling cs = qHTS Assay for Inhibitors of Fructose-1,6-bisphosphate Aldolase from Giardia Lamblia: Coupling assay counterscreen | coupling enzyme system counterscreen, AmpLite Red fluorescence | activity change, negative = inhibition, % at 58.2 µM, hits read low | actives 0.67% (n = 290,000) | AID 2472, 2010; in the data active means activity change below about -30%; further: on the % scale 0 is the no-effect control and ±100 the full control effect
#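 Counterscreen lacking aldolase: glyceraldehyde-3-phosphate coupling-enzyme reagent preincubated 10 min at RT with compound (at 57.5 uM final), then substrate/coupling system with AmpLite Red added; fluorescence read at 525/598 nm after 20 min RT.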
# FLuc modulator = qHTS profiling assay for firefly luciferase inhibitor/activator using purifed enzyme and Km concentrations of substrates (counterscreen for miR-21 project); Luciferin 4-monooxygenase (Photinus pyralis), P08659; purified FLuc, Km substrates, luminescence inhibition; Potency, µM (series often up to 57.5 µM), for inactives: at the highest dose activity change, negative = inhibition, usual class: inhibitors; actives 6.9% (n = 360,000); AID 588342, 2011;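 further: potency means the concentration at half of the fitted maximal effect; plate controls were vehicle for no effect and reference inhibitor for full effect; nearly all actives have a fitted effect of over 55% in size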
# Target sequence (P08659 whole entry, looked up): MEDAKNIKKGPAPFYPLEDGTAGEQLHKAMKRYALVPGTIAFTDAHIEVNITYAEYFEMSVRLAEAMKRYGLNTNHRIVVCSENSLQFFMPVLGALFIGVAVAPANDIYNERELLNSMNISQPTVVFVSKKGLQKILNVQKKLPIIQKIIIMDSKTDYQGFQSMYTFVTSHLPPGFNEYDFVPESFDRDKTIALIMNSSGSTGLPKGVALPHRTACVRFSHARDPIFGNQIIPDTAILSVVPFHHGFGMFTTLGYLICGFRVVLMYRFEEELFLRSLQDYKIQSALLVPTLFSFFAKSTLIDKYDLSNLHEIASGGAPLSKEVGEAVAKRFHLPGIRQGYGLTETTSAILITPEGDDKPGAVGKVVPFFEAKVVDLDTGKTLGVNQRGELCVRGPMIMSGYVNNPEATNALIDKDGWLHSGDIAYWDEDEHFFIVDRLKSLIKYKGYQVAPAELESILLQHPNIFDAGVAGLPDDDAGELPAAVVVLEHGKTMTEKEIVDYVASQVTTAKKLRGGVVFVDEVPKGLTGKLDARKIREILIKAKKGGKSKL
#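 Purified P. pyralis luciferase (10nM final) with 10uM D-luciferin and 10uM ATP (Km levels) in 50mM Tris acetate pH 7.5, 10mM Mg acetate, 0.01% Tween-20, 0.05% BSA; qHTS 6-point titration, ~60 µM downward; luminescence read.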
# RORgamma inh = qHTS for inhibitors of ROR gamma transcriptional activity. actives 5.4% (n = 310,000). Drosophila S2 Gal4-RORgamma UAS-luciferase reporter, 20 h. Potency, µM (titrated, usually from 53.6 µM), without a hit: top-dose activity change, negative = inhibition, hits mostly inhibitors. AID 2551, 2010. Nuclear receptor ROR-gamma (Mus musculus), P51450; further: potency means the concentration at half of the fitted maximal effect; on the % scale 0 is the no-effect control and ±100 the full control effect; nearly all actives have a fitted effect of over 60% in size
# Target sequence (P51450 whole entry, looked up, the tested form may be a part): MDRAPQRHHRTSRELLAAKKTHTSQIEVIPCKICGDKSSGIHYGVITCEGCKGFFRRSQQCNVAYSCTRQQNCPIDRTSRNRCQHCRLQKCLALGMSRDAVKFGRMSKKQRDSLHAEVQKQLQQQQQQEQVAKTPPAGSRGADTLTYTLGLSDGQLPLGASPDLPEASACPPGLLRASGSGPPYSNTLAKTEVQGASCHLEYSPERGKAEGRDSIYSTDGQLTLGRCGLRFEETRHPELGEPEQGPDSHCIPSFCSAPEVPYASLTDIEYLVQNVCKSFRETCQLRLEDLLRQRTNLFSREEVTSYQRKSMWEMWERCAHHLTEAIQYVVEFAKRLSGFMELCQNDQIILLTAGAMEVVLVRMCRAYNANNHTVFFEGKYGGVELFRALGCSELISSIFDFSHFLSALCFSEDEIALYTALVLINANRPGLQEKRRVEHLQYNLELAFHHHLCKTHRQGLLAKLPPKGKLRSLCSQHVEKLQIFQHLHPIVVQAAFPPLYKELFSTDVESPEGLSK
#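 Compounds are pin-transferred onto Drosophila Schneider cells expressing a copper-inducible Gal4–ROR gamma transactivation domain fusion. After 1 hr, copper sulfate is added to 700 uM final; luciferase is read 20 hr later.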
# uPA surface inh = qHTS for Inhibitors of Cell Surface uPA Generation | actives 0.31% (n = 330,000) | AID 540303, 2011 | cell surface uPA generation assay, qHTS | Potency, µM (series often up to 38.3 µM), for the others: at the top dose activity change, negative = inhibition, hits mostly inhibitors; active means well fitted inhibition curve with a large enough effect; inconclusive means small, poorly fitted or top-dose-only effect; inactive means no such curve, though single readings can be large or run the other way; tested in mouse RAW 264.7 cells; further: potency means the concentration at half of the fitted maximal effect; on the % scale 0 is the no-effect control and ±100 the full control effect; nearly all actives have a fitted effect of over 55% in size
# KCNH2 3.1 inh = qHTS for Inhibitors of KCHN2 3.1: Mutant qHTS | U2OS KCNH2 3.1, thallium flux FluxOr; hits give low values | actives 0.95% (n = 340,000) | Potassium voltage-gated channel subfamily H member 2, brain isoform KCNH2 3.1 (human) | AID 720553, 2013 | activity change, % (tested at about 1.8 µM);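 active means maximum activity change below -70%; inconclusive means maximum activity change from -70% to -50%; inactive means maximum activity change above -50%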;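 further: thallium influx rate constant from kinetic fluorescence after stimulation buffer; on the % scale 0 is the no-effect control and ±100 the full control effect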
#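 Normalized rate constant (relative to positive and negative DMSO controls) derived from a 2 min kinetic fluorescence read after stimulation; U2OS cells expressing the 3.1 isoform via virus at 1.77 x 10^8 /mL.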
# NPC1 promoter act = qHTS Assay for NPC1 Promoter Activators | Potency, µM (doses to about 9.22 µM), without a hit: at the highest dose activation, actives largely listed as activators | actives 2.4% (n = 320,000) | Huh7 NPC1 promoter luciferase reporter, 24 h;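 further: potency means the concentration at half of the fitted maximal effect; % of control where 0% means no effect; nearly all actives have a fitted effect of over 60% in size; reporter is driven by a mutant NPC1 promoter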
#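 Compounds in DMSO were transferred onto Huh7 NPC1-luciferase reporter cells pre-incubated 2 h; after 24 h at 37 °C, Amplite reagent was dispensed and luminescence recorded 10 min later.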
# ELG1 genotoxic = qHTS screen for small molecules that induce genotoxicity in human embryonic kidney (HEK293T) cells expressing luciferase-tagged ELG1; HEK293T ELG1-luciferase reporter, luminescence, 16 h; actives 1.3% (n = 330,000); AID 504466, 2011; Potency, µM (titrated, usually from 46 µM), for inactives: top-dose activity change, positive = activation, hits mostly activators; further: potency means the concentration at half of the fitted maximal effect; % of control where 0% means no effect; nearly all actives have a fitted effect of over 60% in size
#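 Genotoxicity was scored as increased ELG1-luciferase reporter signal, measured by ONE-Glo luminescence (30 min, room temperature). Compound or vehicle exposure of the HEK293T reporter cells lasted 16 hr at 37°C.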
# Tb PFK inh = qHTS Assay to Find Inhibitors of T. brucei phosphofructokinase; Potency, µM (series often up to 57.5 µM), for the others: at the highest dose activity, negative = inhibition, most hits filed as inhibitors; ATP-dependent 6-phosphofructokinase (Trypanosoma brucei brucei), O15648; actives 0.17% (n = 330,000); T. brucei PFK, ADP-Glo luminescence;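 further: potency means the concentration at half of the fitted maximal effect; 0% = uninhibited 1x PFK enzyme wells and -100% = no-enzyme wells; nearly all actives have a fitted effect of over 60% in size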
#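 Compounds were pin-transferred as a titration series up to 57 uM into substrate buffer (0.5 mM F6P, 0.1 mM ATP, pH 8.0), then 1.25 nM PFK was added and reactions ran 45 min before ADP-Glo detection.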
# Rab9 prom act = qHTS Assay for Rab9 Promoter Activators. actives 2.8% (n = 320,000). Potency, µM (series often up to 9.22 µM), for inactives: at the top dose activation, negative = inhibition, hits mostly activators. Huh7 Rab9 promoter-luciferase reporter, luminescence, 24 h. AID 485297, 2010; further: potency means the concentration at half of the fitted maximal effect; % of control where 0% means no effect; nearly all actives have a fitted effect of over 60% in size
#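 Measured in stably transfected Huh7 cells bearing a Rab9 promoter–luciferase construct: 24 h compound treatment at 37 °C, followed by luminescence detection.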
# Giardia kill = Small Molecules that selectively kill Giardia lamblia: qHTS; Giardia lamblia trophozoite viability; activity change, % at 7.66 µM, hits read low; actives 0.15% (n = 340,000); AID 540267, 2011; in the data active means activity change below about -80%; inconclusive means between about -30% and that limit;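 further: parasites exposed to compound for two days anaerobically before the ATP read; on the % scale 0 is the no-effect control and ±100 the full control effect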
#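 Each well holds 100 Giardia trophozoites and compound. After two days (48 hrs) at 37 deg C in anaerobic conditions, ATP is quantified by luminescence.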
# Active calls of the source: *; ? = inconclusive; . = no result given; [ ] = remark or other dose. Unless noted, the call rests on the fitted dose curve; in most records, active means well fitted curve in the direction sought with a large enough effect; inconclusive means small, poorly fitted or top-dose-only effect, or another doubt; inactive means no such curve, though single readings can be large; an effect the other way counts as inactive or inconclusive.
# The line under a structure holds: Gal4-VP16 FLuc	FBPA coupling cs	FLuc modulator	RORgamma inh	uPA surface inh	KCNH2 3.1 inh	NPC1 promoter act	ELG1 genotoxic	Tb PFK inh	Rab9 prom act	Giardia kill
- Cc1ccc(C)c(NC(=O)c2ccc3c(c2)N(Cc2ccc(F)cc2)C(=O)CS3=O)c1 (stereo not given)
  -10%	-2	-2%	94%	3%	4	-2%	-7%	-3%	-3%	6
- CC1CCCCC1NC(=O)CO/N=C/c1ccccc1OC(F)F (stereo not given)
  -4%	10	0%	-6%[10 µM]	2%	15	0%	-7%	0%	-2%	-7
- COc1cccc(C(=O)NC2CCCc3c2cnn3-c2ccc(C)c(C)c2)c1OC (stereo not given)
  -24%	.	1%	44%	5%	-5	0%	-10%	3%	-2%	-20
- COc1ccc(C2CC(c3ccc(C)cc3)=NN2C(=O)CCC(=O)O)cc1OC (stereo not given)
  0%	2	3%	11%	.	.	-2%	0%	1%	1%	.
- CCOC(=O)N1CCC(n2c(=S)[nH]c3cc(OCC)c(OCC)cc3c2=O)CC1
  -8%	3	-1%	5%	.	5	-5%	-2%	-8%	0%	8
- CN(C(=O)COC(=O)c1ccccc1Cc1ccccc1)C1CCS(=O)(=O)C1 (stereo not given)
  -6%	.	-1%	12%	3%	-7	-1%	5%	-1%	-6%	9
- COc1ccc(C(=O)NCCCOC(=O)c2ccc(OC)cc2)cc1
  4%	1	1%	27%	5%	4	1%	-4%	-1%	-3%	5
- O=C(C1CCN(C2CC(=O)N(c3ccc(Cl)cc3)C2=O)CC1)N1CCOCC1 (stereo not given)
  -13%	-2	-2%	?	-10%	9	0%	-1%	0%	-6%	5
- COc1ccccc1-c1cc(C(F)(F)F)nc(N2CCCC2)n1
  -8%	0	2%	13%	-1%	10	-2%	1%	2%	0%	-29
- Cc1ccc(N(C(=O)Cc2cccs2)C(C(=O)NC2CCCC2)c2ccncc2)cc1 (stereo not given)
  5%	5	-3%	8%	-10%	21	-4%	-5%	-6%	-4%	-4
- Cn1nc(C(=O)NNC(=O)c2cccc(Cl)c2)c2ccccc2c1=O
  .	.	.	.	3%	0	.	2%	-4%	.	-9
- c1ccc(CCCOCCC2CO2)cc1 (stereo not given)
  1%	2	1%	3%	.	.	-5%	0%	-1%	5%	.
- O=C(CN1C(=O)c2ccccc2S1(=O)=O)c1ccc2c(c1)OCCCO2
  0.71µM*	0	2.1µM*	0.28µM*	-8%	4	-40%[inhibitor]	-15%	0%	-54%[inhibitor]	?
- O=C(Nc1ccc(F)cc1)C(c1ccccc1)N1CCN(C(=O)c2ccco2)CC1 (stereo not given)
  3%	2	5%	10%	-2%	-7	-3%	.	1%	0%	-14
- Cc1ccc(S(=O)(=O)N2CCN(C(=O)CN3C(=O)c4ccc([N+](=O)[O-])cc4C3=O)CC2)cc1C
  .	.	1%	.	2%	-9	0%	-2%	-7%	-1%	-13
- COC(=O)c1cc(C(=O)NC(C)C2CC3CCC2C3)cc([N+](=O)[O-])c1 (stereo not given)
  3%	1	2%	-9%	2%	-2	1%	-11%	-2%	-2%	-5
- CCCS(=O)(=O)N1CCCC(C(=O)Nc2ccc3c(c2)CCC3)C1 (stereo not given)
  -2%	.	?	16%	6%	-3	21%	18%	2%	20%	15
- Cc1ccc(N(Cc2cc(=O)[nH]c3ccccc23)C(=O)C(C)C)c(C)c1
  -6%	2	0%	23%	-2%	8	-4%	-5%	11%	6%	-18
- COc1ccc(-c2csc(N3C(=N)SCC3=O)n2)cc1
  ?	7	0.43µM*	4µM*	-18%	7	0.45µM*	1.6µM*	-4%	0.4µM*	-18
- CC1CCC(NC(=O)CSc2nnc(-c3cccnc3)o2)CC1 (stereo not given)
  .	.	4%	.	-1%	2	0%	0%	0%	-7%	-4

# Among those listed so far, these have a nitro group on carbon.
# The line under a structure holds: Gal4-VP16 FLuc	FBPA coupling cs	FLuc modulator	RORgamma inh	uPA surface inh	KCNH2 3.1 inh	NPC1 promoter act	ELG1 genotoxic	Tb PFK inh	Rab9 prom act	Giardia kill
- Cc1ccc(S(=O)(=O)N2CCN(C(=O)CN3C(=O)c4ccc([N+](=O)[O-])cc4C3=O)CC2)cc1C
  .	.	1%	.	2%	-9	0%	-2%	-7%	-1%	-13
- COC(=O)c1cc(C(=O)NC(C)C2CC3CCC2C3)cc([N+](=O)[O-])c1 (stereo not given)
  3%	1	2%	-9%	2%	-2	1%	-11%	-2%	-2%	-5

# Remaining list, next part
# The line under a structure holds: Gal4-VP16 FLuc	FBPA coupling cs	FLuc modulator	RORgamma inh	uPA surface inh	KCNH2 3.1 inh	NPC1 promoter act	ELG1 genotoxic	Tb PFK inh	Rab9 prom act	Giardia kill
- COc1ccccc1NC(=O)COc1cccc2c1CCNC2=O
  .	.	1%	.	-11%	-2	-10%	15%	1%	-1%	31[activator]
- O=C(NC1CCCC1)c1ccc(CS(=O)Cc2ccc(Cl)cc2)o1 (stereo not given)
  -2%	.	2%	29%	-2%	18	-3%	1%	-4%	5%	11
- O=C(NC1CC2CCC(C1)N2Cc1ccccc1)c1ccccc1Cl (stereo not given)
  -13%	2	6%	-9%	5%	1	1%	1%	2%	-5%	-15
- COC(=O)N(NC(=O)C(O)(c1ccccc1)c1ccccc1)c1ccc(C)cc1
  1%	0	5%	-21%	4%	4	-4%	1%	0%	-1%	13
- O=C(NCc1ccccn1)C1CCN(S(=O)(=O)c2cc(Cl)ccc2Cl)CC1
  -1%	5	-10%	14%	-3%	3	0%	8%	1%	-4%	14
- CC(OC(=O)c1cc(Br)ccc1O)C(=O)NCc1ccc2c(c1)OCO2 (stereo not given)
  .	.	-1%	.	4%	21	6%	1%	0%	-6%	9
- Cc1ccc(S(=O)(=O)N(Cc2cccc([N+](=O)[O-])c2)C(=O)N2CCN(C)CC2)cc1
  .	.	8%	.	2%	-6	13%	-13%	-2%	7%	-6
- O=C(CC1C[C@H](C(=O)N2CCOCC2)[C@@]2(CCC3CCCC3)c3[nH]c4ccccc4c3CCN2C1=O)NCCCn1ccnc1 (stereo not given in full)
  .	.	.	.	-16%	-5	.	2%	-3%	.	23
- Cn1c(C(=O)NCCCN2CCc3ccccc3C2)cc2c(=O)n(C)c3ccccc3c21
  -7%	1	4%	-18%	-24%	6	-2%	6%	3%	3%	?
- COc1ccc(C(=O)NNC(=S)NC(=O)c2cc(-c3ccccc3)nc3ccccc23)cc1
  ?	15	12µM*	10µM*	-1%	25	-1%	-5%	4%	3%	4
- O=C(Nc1nnc(-c2ccc3c(c2)CCCC3)o1)c1ccccc1Cl
  0.79µM*	17	24µM*	1.3µM*	?	12	2%	-1%	3%	7%	-12
- COC(=O)c1ccc(COc2ccccc2/C=N/NS(=O)(=O)c2ccc(C)cc2)cc1
  -2%	2	-2%	29%	-27%	-18	1%	0%	4%[0.46 µM]	0%	-12
- Cc1cc(NC(=O)c2ccccc2)n(-c2nc3ccccc3[nH]2)n1
  2.8µM*	2	0%	1µM*	7%	-9	-9%	?	4%	-4%	1
- CC(C(=O)Nc1ccccc1-c1ccccc1)N1CCN(S(=O)(=O)c2ccccc2)CC1 (stereo not given)
  -15%	-4	1%	2%	2%	-23	1%	-5%	0%	-5%	-1
- NS(=O)(=O)c1cccnc1Nc1cccc(Cl)c1
  10%	0	0%	1%	5%	5	?	5%	4%	1%	3
- CCCN1C(=O)/C(=N\OCC(=O)NCC(F)(F)F)c2ccccc21
  -5%	2	-1%	13%	3%	-6	-1%	1%	0%	3%	-12
- O=C(N/N=C/c1cccs1)c1ccc2nc[nH]c2c1
  -4%	3	?	13%	-7%	0	23%	?	2%	25%	15
- ON1C2CCCCC2N(O)C1c1ccccc1C(F)(F)F (stereo not given)
  -5%	1	-1%	1%	-1%	-7	3%	1%	1%	-5%	9
- CC1(C)Cc2c(cnn2-c2ccc(F)cc2)C(NC(=O)CCN2CCCCC2=O)C1 (stereo not given)
  6%	.	-1%	?	-5%	12	1%	6%	-7%	1%	0
